Screening results: PubChem, National Center for Advancing Translational Sciences (NCATS)
Nrf2 ARE act = activates Nrf2 signaling. AREc32 ARE-luciferase reporter (MCF7-derived line), luminescence, 24 h. Potency, µM (highest dose often 46.1 µM), for inactives: top-dose activation, usual class: activators. 410,000 compounds, 0.31% hits; also: potency is read from the fitted curve at half-maximal effect; % of control where 0% means no effect; nearly all actives have a fitted effect of over 65% in size
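For detection, Steady-Glo was added and plates sat 30 min at RT; before that, AREc32_Fluc cells grown overnight in OPTI-MEM/5% FBS had been treated with 23 nL compound for 24 hr at 37 deg C.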
A549 tox = A549 cytotoxicity, counter-screen for Nrf2 inhibitors; A549 ARE-Fluc cells, CellTiter-Fluor viability, 18-24 h; Potency, µM (titrated, usually from 46 µM), without a hit: at the highest dose activity change, negative = cytotoxicity, most hits filed as inhibitors; 390,000 compounds, 0.16% hits; also: potency is read from the fitted curve at half-maximal effect; % is scaled to controls: 0 for no effect and ±100 for the full control effect
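A549 ARE_Fluc cells in 5% FBS OPTI-MEM were exposed to compounds in concentration-response for 18-24 h at 37 deg C. Viability was read by CellTiter-Fluor fluorescence (Ex 405/Em 525) after 30 min, before the luciferase read.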
ATXN2 expr inh = ATXN2 expression inhibition. HEK-293 ATXN2-luciferase reporter, luminescence, 24 h. Potency, µM (doses to about 57 µM), for inactives: at the top dose activity change, negative = inhibition, most hits filed as inhibitors. 360,000 compounds, 0.72% hits. AID 1745845; also: potency is read from the fitted curve at half-maximal effect; % is scaled to controls: 0 for no effect and ±100 for the full control effect; nearly all actives have a fitted effect of over 55% in size
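ATXN2-luciferase reporter cells (luciferase flanked by upstream and downstream ATXN2 gene portions) were treated 24 h at 37 °C with compounds at up to 57 uM. SteadyGlo luminescence gave expression; GF-AFC fluorescence gave viability.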
Nrf2 block = Nrf2 pathway inhibition; 360,000 compounds, 2.1% hits; A549 ARE-Fluc reporter, luciferase luminescence, 18-24 h; Potency, µM (titrated, usually from 46 µM), inactives show top-dose activity change, negative = inhibition, actives largely listed as inhibitors; AID 504444; also: potency is read from the fitted curve at half-maximal effect; % is scaled to controls: 0 for no effect and ±100 for the full control effect; nearly all actives have a fitted effect of over 60% in size
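Nrf2 activity is the BugLite luminescence, read 15 min after reagent at room temperature, following CellTiter-Fluor cytotoxicity readout (30 min, 37C). Compound titrations were applied for 18-24 h to 5000 A549 ARE_Fluc cells/well in 5% FBS OPTI-MEM.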
HepG2 tox = kills HepG2 cells in TGF-b inhibitor counter-screen; HepG2 CAGA-GFP viability, ATP luminescence, 18 h; Potency, µM (titrated, usually from 46.1 µM), without a hit: at the highest dose activity change, negative = cytotoxicity, hits mostly cytotoxic; 410,000 compounds, 0.76% hits; also: potency is read from the fitted curve at half-maximal effect; some results filed as inactive show a strong effect at the top dose
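CellTiter-Glo luminescence gave cytotoxicity after 18 hours at 37 degrees C. The cells were HepG2 CAGA-GFP in 1% FBS DMEM, stimulated with 500 pg/mL TGF-beta after compound addition. %Activity was normalised to no-cell wells (complete cell-killing) and DMSO (no toxicity), and curves were fitted and classified.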
MCF10A rereplic = induces DNA re-replication in MCF 10a normal breast cells. Potency, µM (series often up to 46.1 µM), without a hit: at the highest dose activity, positive = re-replication, most hits filed as activators. 350,000 compounds, 2.9% hits. AID 624296. MCF 10A DNA re-replication, Hoechst nuclear intensity, 48 h; also: potency is read from the fitted curve at half-maximal effect; % of control where 0% means no effect; nearly all actives have a fitted effect of over 50% in size
TGFb inhibitor = blocks TGF-b signaling; HepG2 CAGA-GFP TGF-b/SMAD3 reporter, GFP fluorescence, 18 h; TGF-beta stimulated, 500 pg/mL final; 410,000 compounds, 1.2% hits; AID 588855; Potency, µM (top dose mostly 46.1 µM), without a hit: at the highest dose activity, negative = inhibition, most hits filed as inhibitors; also: potency is read from the fitted curve at half-maximal effect; % is scaled to controls: 0 for no effect and ±100 for the full control effect; nearly all actives have a fitted effect of over 65% in size
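HEPG2 CAGA-GFP, 1000 cells/well; 2 h settle, 37 C; cpd via pin tool; TGF-b 500 pg/mL final; 18 h, 37 C; GFP imaging ex488/em500-530; %Activity normalised to -TGF-b and +DMSO controls; CRC fit, curve class.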
ATXN viability = viability counter-screen for ATXN expression inhibitors; Potency, µM (top dose mostly 56.7 µM), hits mostly cytotoxic; AID 651635; S2 cells (HEK-293 line with an ATXN2-luciferase reporter) viability, CellTiter-Fluor protease fluorescence, 24 h; 400,000 compounds, 0.49% hits; also: potency is read from the fitted curve at half-maximal effect; nearly all actives have a fitted effect of over 40% in size
IL1B secr inh = inhibitors of inflammasome signaling (IL-1 beta secretion) | THP-1 LPS/ATP IL-1B secretion, AlphaLISA, 16 h; active compounds read low | 360,000 compounds, 4.7% hits | AID 743279 | activity change, % at 57.5 µM; in the data active = activity change below about -50%; inconclusive = mostly about -30% to -49%; also: % is scaled to controls: 0 for no effect and ±100 for the full control effect
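THP-1 cells pretreated 1 hr with compounds (up to 57.5 uM final), then stimulated with LPS (250 ng/mL final) plus ATP (1.25 mM final); secreted IL-1B measured by AlphaLISA after 16 hr, decreased signal indicating inhibition.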
* = called active by the depositor; i = inactive; ? = inconclusive; . = not tested or not shown; & = joins results of further samples; [ ] = another dose, or the depositor's remark. Unless noted, calls follow the shape of the dose curve; as a rule, active = well fitted curve in the direction sought with a large enough effect; inconclusive = small, poorly fitted or top-dose-only effect, or another doubt; inactive = no such curve, though single readings can be large; an effect the other way counts as inactive or inconclusive.

Every second line gives: Nrf2 ARE act, HepG2 tox, A549 tox, IL1B secr inh, TGFb inhibitor, ATXN2 expr inh, ATXN viability, MCF10A rereplic, Nrf2 block
1	COc1ccc2c(c1)CCC/C2=N/OC(=O)c1ccccc1OC
  0.1%, 3%, 19%, 5, 7%, ., i, 26%, 5%
2	COc1cc(OC)cc(C(=O)N[C@H](C(=O)Nc2nc(-c3ccc(F)c(F)c3)cs2)C(C)C)c1
  1.1%, 0%, 1%, 22, 2%, -4%, i, ?, 6%
3	Cc1cc(Cl)ccc1NS(=O)(=O)c1ccc2c(c1)CC(C)N2C(=O)C1CCC1 (stereo not given)
  2.0%, -22%, -2%, ., 11µM*, -28%, i, ., 21µM*
4	Cc1ccc(C(=O)N(Cc2nnc(-c3ccccc3Cl)o2)C2CC2)o1
  5.0%, 10µM*, ., -10, -3%, ., i, ., .
5	O=C(OCc1c(F)cccc1Cl)c1cnc(Cl)c(Cl)c1
  0.0%, 5%, -4%, -11, 7%, -2%, i, 16%, ?
6	Cc1ccc(N2C(=O)CCC2=O)c(C)c1
  -0.2%, -1%, 3%, -6, 6%, 7%, i, -8%, 6%
7	CCCn1c2ccccc2c2cnn(CC(=O)N3CCC(C(=O)OCC)CC3)c(=O)c21
  0.2%, -29%, -5%, ., ?, ., ., ., 7%
8	CC(C)c1ccc(Nc2nnc(SCC(=O)c3nnc(-c4ccccc4)o3)s2)cc1
  8.5%, 15%, 0%, 10, -15%, 65%[activator], i, 2%, ?
9	CCCCCC1CCC(C(=O)O)CC1 (stereo not given)
  -0.6%, -17%, 0%, -9, 22%, 6%, i, 10%, ?
10	CCCNC(=O)Cc1c(O)c2ccccc2[nH]c1=O
  -0.1%, -14%, 2%, -17, -4%, 4%, i, -2%, 1%
11	COc1ccc(C(C[N+](=O)[O-])C2(c3ccc(OC)c(OC)c3)C(=O)c3ccccc3C2=O)cc1 (stereo not given)
  -2.9%, 18µM*, ?, -102*, ?, 2%, i, ?, 8%
12	CCn1cc(C(=O)N2CCc3ccccc32)c(=O)c2cc(S(=O)(=O)N3CCCC3)ccc21
  0.1%, -2%, 0%, 1, -3%, 14%, i, ?, -6%
13	COc1ccc(-c2cc(C(F)(F)F)c(C#N)c(SCC(=O)Nc3ccccc3C#N)n2)cc1
  0.2%, 3%, -1%, 36, 130%[activator], -29%, i, ?, -11%
14	O=C(c1cc(C2CC2)nc2ccc(Br)cc12)N1N=C(C(F)F)CC1(O)C(F)F (stereo not given)
  -1.5%, -94%, ?, ?, 7.9µM*, ?, ?, ?, 18µM*
15	CNC(=S)/N=C/NOCc1c(Cl)cccc1Cl
  2.6%, 13%, -1%, 6, 6%, -7%[11.3 µM], i, -10%, ?
16	O=C(/C=C/c1cccc([N+](=O)[O-])c1)OC1CCCCC1=O (stereo not given)
  4.6%, 0%, 1%, 17, 2%, 13%, i, 6%, -11%
17	Cc1noc(C(=O)NCC2CCCO2)c1Cl (stereo not given)
  -0.8%, 0%, 0%, -12, -4%, ., ?, -4%, 0%
18	COc1ccc(NC(=O)C(F)(F)F)cc1OC
  -0.5%, -18%, 7%, 6, -20%, 5%, i, 5%, .
19	O=c1c2c3c(sc2nc(NCCO)n1CCc1ccccc1)CCCCC3
  0.1%, -21%, -19%, -12, ?, 3%, i, 4.6µM*, -4%
20	COC(=O)c1cc(C#N)c(Oc2ccccc2OC)nc1C
  1.8%, -5%, 17%, 49, -3%, -4%, i, 1%, .
21	CCOc1ccc(NC(=O)COC(=O)CCS(=O)(=O)c2ccc(C)cc2)cc1
  3.7%, -24%, 2%, -2, -11%, ?, i, -2%, 0%
22	Cc1ccc(S(=O)(=O)N(CC(=O)N2CCC(C)CC2)Cc2ccccc2F)cc1
  -0.2%, -3%, -20%, -6, 1%, -3%, i, ?, ?
23	CCNC1CCC(Nc2ccnc3cc(Cl)ccc23)CC1 (stereo not given)
  5.9%, -26%, ?, -98*, -20%, ?, ?, 13%, -6%
24	CN(CCC1CCOCC1)Cc1cn[nH]c1-c1ccc(-c2ccccc2)cc1
  -0.3%, -37%, 0%, ?, -4%, ., i, 4%, ?
25	O=C(Nc1cc(Sc2nc3ccccc3s2)cc([N+](=O)[O-])c1)c1ccccc1
  9.2%, -2%, 2%, 19, ?, -23%, i, ?, ?
26	CC1(C)CCC(=O)N2CC[C@H]3C[C@H](OC(=O)Nc4ccc(Br)cc4)C[C@@H]1[C@H]32
  -0.3%, -21%&45%, 0%, -8, -18%&18%, 13%, i, -1%, -3%
27	CCOC(=O)c1ccc(N[C@@H]2CCN3C(=O)c4ccccc4[C@@H]3C[C@H]2O)cc1
  0.7%, -41%, 8%, -10, -20%, -7%, i, 3%, -23%
28	CC(=O)Nc1ccc(NC(=O)c2c(C)c(-c3ccccc3)nc3ccccc23)cc1
  -1.6%, 4%, -9%, 19, 0%, -14%, ?, 0%, -12%
29	C=CCn1c(SCC(=O)NC2CC2)nnc1C1CC1
  -2.0%, 4%, -6%, 0, 6%, -10%, i, 0%, 6%
30	O=C(CCc1ccccc1)Nc1ccc2c(c1)OCCO2
  -0.8%, -3%, -4%, 6, 0%, 24%, i, -3%, .
31	CCOc1ccc(CCNCc2c(C(=O)O)c(C)n(Cc3ccccc3F)c2C)cc1
  4.0%, -62%, -3%, ., -28%, 3%, ?, ., -3%
32	CCOc1cccc2cc(C(=O)NCc3ccccc3Cl)c(=O)oc12
  -0.2%, -35%, -4%, 0, -7%, 16%, i, ?, 10%
33	NS(=O)(=O)c1ccc(N=Nc2c[nH]c(=O)c(O)c2)cc1
  24%, -4%, 23µM*, -27, 4%, 4%, 18µM*, ?, -21%
34	O=C(O)c1ccc(NN=CC2=C(N3CCOCC3)/C(=C/c3ccccc3)CC2)cc1
  ?, -5%, -15%, ?, -1%, -13%, i, ?, ?
35	NC(=O)N/N=C/c1ccccc1OC(=O)c1ccccc1Br
  ?, -25%, 14%, 3, -3%, -24%, ?, 0%, 21%
36	CCCc1nc(SCC(=O)NC2CCCC2)c2ccccc2n1
  8.7%, -4%, -8%, -58*, 19%, 15%, i, ?, -8%
37	Cc1ccc(NC(=O)C2C3C=CC(O3)C2C(=O)O)c(C)c1 (stereo not given)
  0.3%, 0%, 11%, -4, 1%, -9%, i, 5%, 18%
38	Cc1ccc(S(=O)(=O)NCc2ccccc2)cc1C(=O)N1CCN(c2ccccc2)CC1
  -0.4%, -19%, -10%, 28, -19%, -11%, i, ?, -9%
39	Cc1ccc(C(=O)NCCC2=CCCCC2)cc1S(=O)(=O)N1CCOCC1
  4.5%, -19%, 0%, 2, -13%, 27%, i, ?, ?
40	Cc1cc(S(=O)(=O)N2CCCCC2)ccc1OCC(=O)Nc1ccccc1
  0.3%, -29%, -2%, -13, -7%, -16%, i, ?, ?

Pulled by compound from above, 6 records:
Every second line gives: Nrf2 ARE act, HepG2 tox, A549 tox, IL1B secr inh, TGFb inhibitor, ATXN2 expr inh, ATXN viability, MCF10A rereplic, Nrf2 block
30	O=C(CCc1ccccc1)Nc1ccc2c(c1)OCCO2
  -0.8%, -3%, -4%, 6, 0%, 24%, i, -3%, .
24	CN(CCC1CCOCC1)Cc1cn[nH]c1-c1ccc(-c2ccccc2)cc1
  -0.3%, -37%, 0%, ?, -4%, ., i, 4%, ?
33	NS(=O)(=O)c1ccc(N=Nc2c[nH]c(=O)c(O)c2)cc1
  24%, -4%, 23µM*, -27, 4%, 4%, 18µM*, ?, -21%
25	O=C(Nc1cc(Sc2nc3ccccc3s2)cc([N+](=O)[O-])c1)c1ccccc1
  9.2%, -2%, 2%, 19, ?, -23%, i, ?, ?
38	Cc1ccc(S(=O)(=O)NCc2ccccc2)cc1C(=O)N1CCN(c2ccccc2)CC1
  -0.4%, -19%, -10%, 28, -19%, -11%, i, ?, -9%
32	CCOc1cccc2cc(C(=O)NCc3ccccc3Cl)c(=O)oc12
  -0.2%, -35%, -4%, 0, -7%, 16%, i, ?, 10%

Returning to the listing; the 3 compounds before the break are reprinted first.
Every second line gives: Nrf2 ARE act, HepG2 tox, A549 tox, IL1B secr inh, TGFb inhibitor, ATXN2 expr inh, ATXN viability, MCF10A rereplic, Nrf2 block
38	Cc1ccc(S(=O)(=O)NCc2ccccc2)cc1C(=O)N1CCN(c2ccccc2)CC1
  -0.4%, -19%, -10%, 28, -19%, -11%, i, ?, -9%
39	Cc1ccc(C(=O)NCCC2=CCCCC2)cc1S(=O)(=O)N1CCOCC1
  4.5%, -19%, 0%, 2, -13%, 27%, i, ?, ?
40	Cc1cc(S(=O)(=O)N2CCCCC2)ccc1OCC(=O)Nc1ccccc1
  0.3%, -29%, -2%, -13, -7%, -16%, i, ?, ?
41	C=CCNc1ccc(N2C(=O)CCCC2=O)cc1[N+](=O)[O-]
  -0.2%, -4%, -17%, -2, 6%, 4%, i, 0%, 2%
42	O=S(=O)(c1ccc(F)cc1)c1nc(-c2ccco2)oc1NCCCn1ccnc1
  0.2%, -7%, ., -29, 2%, ., i, ., .
43	COc1ccc(-c2nnc(-c3ccc(F)cc3)o2)cc1
  2.1%, -7%, 0%, -7, -1%, 43%[activator], ., 0%, ?
44	Cc1cc(O)ccc1Nc1nc(-c2cccs2)cs1
  9.7%, -6%, -13%, -84*, -21%, -18%, i, 16%, ?
